GALK inh: blocks human galactokinase activity; P51570; Purified GALK, Kinase-Glo residual ATP luminescence; Potency, µM (series often up to 57.5 µM), for inactives: at the top dose activity change, negative = inhibition, hits mostly inhibitors; 270,000 compounds, 0.007% hits; note: potency is the fitted concentration of half-maximal effect; % is set by controls: 0 for no effect and ±100 for the full control effect
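The enzyme phosphorylates galactose (100 uM) using ATP (35 uM); inhibition is detected as higher residual ATP, quantified by bioluminescence after 1 h reaction at room temperature, pH 8.0.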
Tb PFK block: T. brucei PFK enzyme inhibition | O15648 | T. brucei PFK, ADP-Glo luminescence | Potency, µM (highest dose often 57.5 µM), without a hit: at the highest dose activity, negative = inhibition, actives largely listed as inhibitors | 330,000 compounds, 0.17% hits;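 note: potency is the fitted concentration of half-maximal effect; 0% = uninhibited 1x PFK enzyme wells and -100% = no-enzyme wells; nearly all actives have a fitted effect of over 60% in size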
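1.25 nM PFK with 0.5 mM F6P and 0.1 mM ATP in 0.1 M TEA pH 8.0, 5 mM MgCl2, incubated 45 min at room temperature; ADP measured by ADP-Glo luminescence; compounds titrated up to 57 uM.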
TCR activator: activators of T cell receptors; primary human leukocytes, anti-CD3, IL-2 HTRF, 48 h; Potency, µM (top dose mostly 9.22 µM), without a hit: at the highest dose activation of IL-2 secretion, actives largely listed as activators; 330,000 tested, under 10 active; AID 504894; note: % of control where 0% means no effect
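Readout: HTRF IL-2, Eu-cryptate/d2 antibody pair, 320nm excitation, 665nm emission. Stimulus: a-CD3 beads, no co-stimulation. Cells: primary human leukocytes. Exposure: 48 hr with compound.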
A-T KAP1 phos: candidate therapy for ataxia-telangiectasia. […] A-T fibroblasts, KAP-1 phosphorylation AlphaLISA; neocarzinostatin DNA damage 30 min before lysis. Potency, µM (top dose mostly 57.5 µM), for the others: top-dose activation, actives largely listed as activators. 320,000 compounds, 0.19% hits. AID 485349; note: potency is the fitted concentration of half-maximal effect; % of control where 0% means no effect; nearly all actives have a fitted effect of over 45% in size
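ATM-like activity read as KAP-1 phosphorylation via AlphaLISA donor/acceptor antibody pairs after lysis and 6 hr at 25C. Cells were ATM-null patient fibroblasts ([…], hTERT), dosed 60 min, then exposed to the DSB inducer NCS for 30 min.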
CXXC DNA block: inhibitors of human MLL CXXC domain-DNA interaction | MLL-CXXC / FITC-HOXA9 DNA fluorescence polarization | Potency, µM (series often up to 115 µM), for inactives: at the top dose activity change, negative = inhibition, actives largely listed as inhibitors | 290,000 compounds, 0.037% hits; active = well fitted inhibition curve with a large enough effect in the polarisation, with a control signal flat, not every such curve was filed as active; inconclusive = small, poorly fitted or top-dose-only effect, or effect the other way, or a change in a side signal; inactive = no such curve, though single readings can be large or run the other way; the % refers to the polarisation; note: potency is the fitted concentration of half-maximal effect
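Purified MLL-CXXC (added from a 7 uM solution) was preincubated 5 min at ambient with pinned compounds in 50 mM Tris-HCl pH 7.5, 50 mM NaCl, 1 mM DTT, 0.05% BSA. Fluorescein-labeled HOX-A9 DNA (50 nM solution) followed, 30 min, then polarization read.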
Giardia killer: Giardia lamblia killing; Giardia lamblia trophozoite viability; activity change, % at 7.66 µM, hits read low; 340,000 compounds, 0.15% hits; in the data active = activity change below about -80%; inconclusive = between about -30% and that limit;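 note: parasites exposed to compound for two days anaerobically before the ATP read; % is set by controls: 0 for no effect and ±100 for the full control effect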
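Each well holds 100 Giardia trophozoites and compound. After two days (48 hrs) at 37 deg C in anaerobic conditions, ATP is quantified by luminescence.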
hERG WT inh: KCNH2 (human, wildtype) channel inhibition | Q12809 | U2OS, BacMam KCNH2, thallium flux FluxOr; active compounds read low | activity change, % at 1.84 µM | 340,000 compounds, 0.37% hits;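 active = maximum activity change below -70%; inconclusive = maximum activity change between -70% and -50%; inactive = maximum activity change above -50%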; note: % is set by controls: 0 for no effect and ±100 for the full control effect
Target sequence (Q12809 whole entry, looked up): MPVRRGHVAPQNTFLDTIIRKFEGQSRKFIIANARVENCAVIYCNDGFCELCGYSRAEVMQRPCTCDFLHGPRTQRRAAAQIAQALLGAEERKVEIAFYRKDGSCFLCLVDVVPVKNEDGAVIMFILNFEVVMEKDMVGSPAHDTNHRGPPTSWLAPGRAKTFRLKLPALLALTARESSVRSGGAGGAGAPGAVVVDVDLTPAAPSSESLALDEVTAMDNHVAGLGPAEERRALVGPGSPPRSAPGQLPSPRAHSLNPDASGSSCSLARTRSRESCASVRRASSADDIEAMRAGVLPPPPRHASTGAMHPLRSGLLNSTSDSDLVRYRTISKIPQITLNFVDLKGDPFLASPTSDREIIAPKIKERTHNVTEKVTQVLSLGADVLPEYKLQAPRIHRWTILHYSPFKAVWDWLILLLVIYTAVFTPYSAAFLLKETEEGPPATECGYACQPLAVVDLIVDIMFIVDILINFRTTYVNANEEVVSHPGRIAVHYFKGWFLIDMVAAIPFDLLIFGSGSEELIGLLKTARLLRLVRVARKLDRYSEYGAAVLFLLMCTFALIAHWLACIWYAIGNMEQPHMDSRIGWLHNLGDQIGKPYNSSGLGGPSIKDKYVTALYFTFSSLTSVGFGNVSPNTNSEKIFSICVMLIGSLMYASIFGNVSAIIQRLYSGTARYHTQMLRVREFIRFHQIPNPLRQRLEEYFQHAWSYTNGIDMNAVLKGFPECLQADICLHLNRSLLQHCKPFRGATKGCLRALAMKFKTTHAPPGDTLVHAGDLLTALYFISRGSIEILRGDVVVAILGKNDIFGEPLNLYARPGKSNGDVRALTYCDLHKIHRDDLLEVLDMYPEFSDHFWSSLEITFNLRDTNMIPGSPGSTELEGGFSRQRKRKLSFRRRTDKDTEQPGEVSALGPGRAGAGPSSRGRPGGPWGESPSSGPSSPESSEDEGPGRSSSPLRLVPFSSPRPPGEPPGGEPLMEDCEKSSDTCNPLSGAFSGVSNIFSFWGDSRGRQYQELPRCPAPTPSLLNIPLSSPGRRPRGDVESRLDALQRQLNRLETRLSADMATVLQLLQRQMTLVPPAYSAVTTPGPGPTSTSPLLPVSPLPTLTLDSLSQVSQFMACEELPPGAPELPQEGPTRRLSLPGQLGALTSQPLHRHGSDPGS
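U2OS cells transduced with wild-type KCNH2 virus are loaded with FluxOr dye for 45 min, and thallium flux is measured in kinetic reads before and after stimulation buffer. Rate constants are normalized to DMSO controls.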
TSHR antag: blocks TSH signaling through the human TSH receptor | P16473 | TSHR-expressing cells, TSH-stimulated cAMP HTRF, 2 h; active compounds read low | activity change, negative = inhibition, % at 11.5 µM | 330,000 compounds, 0.2% hits | AID 504810;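 active = activity change below a set negative limit, meaning inhibition stronger than a set level, cut at about -70% in these data; inconclusive = activity change between two set negative limits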; note: % is set by controls: 0 for no effect and ±100 for the full control effect
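TSHR-expressing cells were treated with compounds, then stimulated with TSH at EC80 (4nM final) for 2 hours at 37 deg C. Cellular cAMP was measured by HTRF competition between lysate cAMP and cAMP-d2 for a cryptate-labelled anti-cAMP antibody.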
FBPA coupling cs: inhibits coupling enzyme system, counter-screen for aldolase hits; coupling enzyme system counterscreen, AmpLite Red fluorescence; activity change, negative = inhibition, % at 58.2 µM, hits read low; 290,000 compounds, 0.67% hits; in the data active = activity change below about -30%; note: % is set by controls: 0 for no effect and ±100 for the full control effect
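Compounds tested against the coupling enzymes alone at 57.5 uM final; readout was AmpLite Red fluorescence (525/598 nm) after 20 min at RT.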
BCR signal inh: chronic active BCR signaling inhibition | 340,000 compounds, 0.05% hits | ABC-DLBCL IkBa-CBG/CBR reporter, luminescence ratio, 4 h | Potency, µM (doses to about 46.1 µM), inactives show top-dose ratio change, negative = lower green/red ratio, hits mostly inhibitors; active = well fitted inhibition curve with a large enough effect in the signal ratio, with a control signal flat, not every such curve was filed as active; inconclusive = small, poorly fitted or top-dose-only effect, or effect the other way, or a change in a side signal; the % refers to the signal ratio;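 note: potency is the fitted concentration of half-maximal effect; plate controls were basal doxycycline-induced cells for no effect and cells given 10 µM MG132 for full effect; MG132 reads +100%, hits lower the ratio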
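Cell line TMD8 (human ABC DLBCL), stably expressing tet-inducible CBG68-IkBa fusion and CBR; IMDM/0.5% FBS; cpd up to 46 uM; dox induction, 4 h, 37C/5% CO2; dual luminescence; green/red ratio; MG132 control.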
* marks the source's active call; other numbers are inactive results; ? = inconclusive; . = not tested or not shown; [ ] = another dose, or the depositor's remark. Unless noted, calls come from the whole dose curve; as a rule, active = well fitted curve in the direction sought with a large enough effect; inconclusive = small, poorly fitted or top-dose-only effect, or another doubt; inactive = no such curve, though single readings can be large; an effect the other way counts as inactive or inconclusive.

SMILES	GALK inh	Tb PFK block	TCR activator	A-T KAP1 phos	CXXC DNA block	Giardia killer	hERG WT inh	TSHR antag	FBPA coupling cs	BCR signal inh
CCOC(=O)c1cnn(-c2nc(-c3ccccc3F)cs2)c1C(F)(F)F	-1%	2%	-1%	9%	4%	1	-12	21	0	?
O=C(C1=C[C@@H](c2ccc(C(F)(F)F)cc2)C[C@@H](OCc2ccc(CO)cc2)O1)N1CCOCC1	0%	-8%	-1%	-2%	?	4	-6	-1	-1	-8%
O=C(CC1C(=O)NCCN1Cc1ccc(-c2ccccc2)cc1)NCc1ccccc1 (configuration not stated)	-2%	1%	-4%	4%	4%	11	.	4	-13	-3%
CCCc1[nH]nc2c1C(C1CC=CCC1)C(C#N)=C(N)O2 (configuration not stated)	.	-4%	1%	6%	12%	17	-7	-4	-1	?
O=S(=O)(NCCN1CCCC1)c1ccc(C(F)(F)F)cc1	.	-2%	-8%	-10%	13%	-18	-11	3	1	-2%
CC(C)(Oc1ccc(Cl)cc1)C(=O)OCn1nnc2ccccc2c1=O	1%	4%	1%	15%	-7%	-10	4	-6	-3	1%
CS(=O)(=O)c1ccc(Cl)c(NC(=O)COC(=O)Cc2c[nH]c3ccccc23)c1	.	14%	0%	-6%	.	6	5	7	.	6%
COc1ccc(OC)c(-c2nc(C(=O)NC3CCN(Cc4ccccc4)CC3)cc3c2[nH]c2ccccc23)c1	.	2%	3%	-2%	105%[activator]	3	?	-4	0	-12%
COc1ccc(-n2ncc3c2CC(C)(C)CC3NC(=O)c2ccc(OC)o2)cc1 (configuration not stated)	8%	2%	-2%	3%	4%	-6	2	-3	3	-1%
O=C(NCCCNC(=O)c1cnccn1)c1ccc(Br)cc1	6%	4%	2%	1%	7%	38[activator]	0	-2	0	0%
CCCCNC(=O)Nc1ccc(Br)cn1	3%	0%	5%	8%	6%	-12	7	-8	3	-4%
O=C(NCc1ccco1)c1ccc(OCC2CCCO2)cc1 (configuration not stated)	4%	2%	4%	14%	-4%	4	-4	3	4	7%
O=C(Nc1cccc(C(=O)Nc2ccc(Cl)cn2)c1)c1ccccc1	-5%	0%	7%	10%	34%[activator]	-6	10	9	4	?
CCOc1ccc(C(=O)Nc2c3c(nn2-c2cccc(C)c2C)CS(=O)C3)cc1 (configuration not stated)	3%	1%	11%	-2%	-1%	1	-6	2	-1	-1%
Cc1cc(C)nc(NS(=O)(=O)c2ccc(NC(=O)Cn3c(=O)oc4ccccc43)cc2)n1	2%	2%	12%	4%	-5%	-25	0	4	7	-6%
Cn1nc(C(=O)NNC(=O)COc2ccccc2)c2ccccc2c1=O	1%	-8%	-8%[46.1 µM]	-5%	7%	-1	20	-3	0	1%
Cc1cc2c(c(=O)n1Cc1ccco1)C(c1cccnc1)C(C#N)=C(N)O2 (configuration not stated)	11%	2%	0%	-4%	-4%	1	-5	-15	-3	0%
Cc1ccc(OC(=O)CCNC(=O)c2ccccc2Cl)c(Br)c1	.	-3%	-4%	-7%	.	-10	3	-1	.	0%
O=C(CSc1cccc2cccnc12)OCC(=O)c1ccccc1	.	0%	.	9%	1%	0	-10	-25	-1	?
Clc1ccc(-c2nnc3ccccn23)cc1	-3%	4%	-4%	-4%	?	-8	-15	-2	-2	12%
COCCNc1nc2ccccc2n2cnnc12	-1%	5%	-7%	2%	4%	10	-6	-6	-2	3%
Cc1cc(C)cc(-n2ncc3c2CCCC3NC(=O)C2(C(N)=O)CC2)c1 (configuration not stated)	3%	-7%	1%	23%	-2%	1	-16	-2	.	0%
CN(CCN1CCOCC1)C(=O)CC1C(=O)NCCN1Cc1ccccc1C(F)(F)F (configuration not stated)	-11%	6%	0%	0%	13%	3	-1	17	.	-1%
CCN1CCCC1CNC(=O)C(=O)NCc1ccccc1 (configuration not stated)	4%	2%	-3%	7%	2%	2	11	6	0	19%
CC(NC(=O)COc1ccccc1)C(=O)NCc1ccccc1Cl (configuration not stated)	.	1%	-12%	1%	.	-29	-8	.	.	-2%
Fc1ccc(Cn2c(-c3cscn3)nc3ccccc32)c(Cl)c1	1%	-3%	1%	1%	-3%	8	0	-5	0	0%
CC(C)N1CCC(N2CCN(Cc3cc(F)ccc3-n3cccn3)CC2CCO)CC1 (configuration not stated)	5%	-3%	-1%	-9%[11.5 µM]	-13%	-4	0	-7	7	-1%
Cn1c2ccccc2c(=O)c2cc(C#CC3=CCCCC3)ccc21	.	-2%	8%	?	.	-16	-7	-7	.	11%
CCc1ccc(CN(C)C(=O)c2cc(COc3cccc(C(F)(F)F)c3)on2)nc1	-3%	1%	6%	2%	-3%	1	-8	-21	-2	?
Cc1ccccc1-n1c(SCC(=O)c2c(N)n(C)c(=O)n(C)c2=O)nnc1-c1cccnc1	2%	-1%	?	0%	14%	7	21	3	9	?
O=C(O)c1cc2c(cc1Br)OCCCO2	.	-5%	-5%[46.1 µM]	4%	5%	-9	13	15	-1	1%
O=C(O)C1CCCN1S(=O)(=O)c1ccc(Br)cc1 (configuration not stated)	3%	-10%	8%	10%	-8%	?	-4	-1	-1	6%
Oc1c(Cl)cc(Cl)cc1C1Nc2ccccc2-n2cccc21 (configuration not stated)	1%	-4%	8%	0%	25%	16	7	-1	0	7%
CCN1C(=O)/C(=C2/Sc3ccc(OC)cc3N2C)SC1=Nc1cccc(O)c1	-2%	-1%	0%	3%	54%[activator]	10	-1	8	2	7%
CC(C)CNC(=S)N1CCN(C)CC1	0%	-1%[0.46 µM]	-2%	-1%	0%	-8	19	7	-5	-8%
COc1ccc2c(c1OC)C(=O)OC2Nc1nc(-c2cccc([N+](=O)[O-])c2)cs1 (configuration not stated)	-8%	9%	-23%	-5%	5%	-3	-4	6	2	1%
CCOC(=O)Cc1csc(/C(=N/O)C(N)=O)n1	0%	-9%	.	10%	-1%	-8	13	3	-11	?
COc1ccccc1N1CCN(C(=O)C(C)CS(=O)(=O)c2ccc3c(c2)NC(=O)CS3)CC1 (configuration not stated)	10%	24µM*	4%	-1%	-3%	-9	16	-11	-2	3%
COc1ccc2nc(NC(=O)CC3Oc4ccccc4NC3=O)sc2c1 (configuration not stated)	-1%	4%	2%	-1%	48%[activator]	0	-3	-12	0	0%
Cc1csc(NC(=O)c2ccc(C)o2)n1	3%	0%	8%[46.1 µM]	-2%	12%	5	-8	-3	0	12%
CC[C@]12c3[nH]c4ccc(Cl)cc4c3CCN1C(=O)[C@@H](CC(=O)NCCC1=CCCCC1)C[C@@H]2C(=O)N1CCN(C(=O)C2CC2)CC1	.	2%	10%[46.1 µM]	3%	.	5	-7	34	.	3%
CCS(=O)(=O)NCCCc1ccccc1	1%	?	-4%	16%	4%	0	2	36	1	-2%
Cc1oc(-c2cccs2)nc1CN1CCN(CCC(C)C)C(CCO)C1 (configuration not stated)	5%	-5%	-5%	-4%	-7%	-5	10	14	-1	0%
COc1ccc(N=C2O/C(=C/c3sc(=S)n(CC4CCCO4)c3O)N=C2C#N)cc1 (configuration not stated)	10%	0%	-10%	8%	13%	-8	4	-25	-8	-5%
O=C(Nc1ccc(Cl)cc1)Nc1nnc(-c2ccncc2)s1	-1%	6%	5%[46.1 µM]	0%	-6%	-4	2	-12	0	7%

Arranged by value in GALK inh (low to high): some entries from above.
| Compound | GALK inh | Tb PFK block | TCR activator | CXXC DNA block | TSHR antag | BCR signal inh |
| --- | --- | --- | --- | --- | --- | --- |
| CCN1C(=O)/C(=C2/Sc3ccc(OC)cc3N2C)SC1=Nc1cccc(O)c1 | -2% | -1% | 0% | 54%[activator] | 8 | 7% |
| O=C(Nc1ccc(Cl)cc1)Nc1nnc(-c2ccncc2)s1 | -1% | 6% | 5%[46.1 µM] | -6% | -12 | 7% |
| COc1ccccc1N1CCN(C(=O)C(C)CS(=O)(=O)c2ccc3c(c2)NC(=O)CS3)CC1 (configuration not stated) | 10% | 24µM* | 4% | -3% | -11 | 3% |

Next compounds:
SMILES	GALK inh	Tb PFK block	TCR activator	A-T KAP1 phos	CXXC DNA block	Giardia killer	hERG WT inh	TSHR antag	FBPA coupling cs	BCR signal inh
CN1CCc2c(sc3nc(SCC(=O)N4CCCCC4)n(-c4ccccc4)c(=O)c23)C1	6%	-14%	1%	-20%	?	29	0	-1	.	1%
CCOc1ccccc1NC(=O)COC(=O)c1nc2nccc(C)n2n1	.	2%	1%[46.1 µM]	5%	.	-4	0	-10	.	2%
O=c1cc(NC2CCCCCC2)[nH]c(=O)[nH]1	-3%	-5%	-3%	-1%	6%	19	-7	8	-15	?
O=S(=O)(c1cccc(F)c1)N1CCN(C(=S)NCc2ccccc2)CC1	-1%	0%	0%	0%	3%	-19	15	6	3	-5%
O=C(COc1ccccc1Br)N1CCNC1=O	.	1%	-2%	15%	.	-6	-5	-5	.	-1%
CCOC(=O)C1(Cc2cccc(Cl)c2)CCCN(C(=O)c2cn[nH]c2)C1 (configuration not stated)	2%	-8%	4%	0%	12%	-12	-1	-6	-1	0%
COc1ccc(CCNC(=O)Cc2nn(C)c(=O)c3ccccc23)cc1OC	0%	-2%	-5%	3%	1%	-4	-7	6	0	-2%

Screening data deposited in PubChem by National Center for Advancing Translational Sciences (NCATS).
